ELG1 repair inh: inhibitors of ELG1-dependent DNA repair in HEK293T cells | 2.3% of 330,000 active | HEK293T ELG1-luciferase reporter, luminescence, 16 h; DNA damage induced by 5-fluorouridine | AID 504467 | Potency, µM (series often up to 46.1 µM), inactives show at the highest dose activity change, negative = inhibition, hits mostly inhibitors; note: potency is the fitted concentration of half-maximal effect; % is set by controls: 0 for no effect and ±100 for the full control effect; nearly all actives have a fitted effect of over 55% in size
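Overnight (16 hr) co-exposure of 2,000 cells/well to 5-fluorouridine and compound at 37 °C preceded detection. Luciferase was quantified via ONE-Glo luminescence; loss of signal denotes inhibition.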
uPA surface inh: blocks generation of uPA at the cell surface; cell surface uPA generation assay, qHTS; 0.31% of 330,000 active; Potency, µM (series often up to 38.3 µM), for the others: top-dose activity change, negative = inhibition, hits mostly inhibitors; AID 540303; active = well fitted inhibition curve with a large enough effect; inconclusive = small, poorly fitted or top-dose-only effect; inactive = no such curve, though single readings can be large or run the other way; tested in mouse RAW 264.7 cells; note: potency is the fitted concentration of half-maximal effect; % is set by controls: 0 for no effect and ±100 for the full control effect; nearly all actives have a fitted effect of over 55% in size
Tb PFK inh: T. brucei PFK enzyme inhibition. O15648. 0.17% of 330,000 active. Potency, µM (series often up to 57.5 µM), for inactives: top-dose activity, negative = inhibition, usual class: inhibitors. T. brucei PFK, ADP-Glo luminescence;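 note: potency is the fitted concentration of half-maximal effect; 0% = uninhibited 1x PFK enzyme wells and -100% = no-enzyme wells; nearly all actives have a fitted effect of over 60% in size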
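Activity is normalized to no-enzyme wells (full inhibition) and 1.25 nM enzyme wells (no inhibition). Reaction: 0.5 mM F6P, 0.1 mM ATP, 45 min RT, ADP-Glo luminescence; concentration-response curves fitted and classed by quality.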
TSG101-PTAP inh: blocks PTAP/TSG101 interaction to inhibit HIV-1 budding; Fluorescence polarization, FITC-PTAP peptide / Tsg101 binding; Potency, µM (top dose mostly 115 µM), without a hit: top-dose activity change, negative = inhibition, usual class: inhibitors; 340,000 tested, under 10 active; AID 493005; active = well fitted inhibition curve with a large enough effect in the main read-out, with a control signal flat, not every such curve was filed as active; inconclusive = small, poorly fitted or top-dose-only effect, or effect the other way, or a change in a side signal; inactive = no such curve, though single readings can be large or run the other way; note: potency is the fitted concentration of half-maximal effect; % of control where 0% means no effect
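Steps: Tsg101 binding domain dispensed (10 uM final), compounds pinned in DMSO, FITC-labeled PTAP-motif peptide added (50 nM final); after 20 min binding at room temperature, polarization measured.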
TSHR antagonist: antagonists of human thyroid stimulating hormone receptor. P16473. TSHR-expressing cells, TSH-stimulated cAMP HTRF, 2 h; active compounds read low. activity change, negative = inhibition, % at 11.5 µM. 0.2% of 330,000 active;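 active = activity change below a set negative limit, meaning inhibition stronger than a set level, cut at about -70% in these data; inconclusive = activity change between two set negative limits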; note: % is set by controls: 0 for no effect and ±100 for the full control effect
Target sequence (P16473 whole entry, looked up): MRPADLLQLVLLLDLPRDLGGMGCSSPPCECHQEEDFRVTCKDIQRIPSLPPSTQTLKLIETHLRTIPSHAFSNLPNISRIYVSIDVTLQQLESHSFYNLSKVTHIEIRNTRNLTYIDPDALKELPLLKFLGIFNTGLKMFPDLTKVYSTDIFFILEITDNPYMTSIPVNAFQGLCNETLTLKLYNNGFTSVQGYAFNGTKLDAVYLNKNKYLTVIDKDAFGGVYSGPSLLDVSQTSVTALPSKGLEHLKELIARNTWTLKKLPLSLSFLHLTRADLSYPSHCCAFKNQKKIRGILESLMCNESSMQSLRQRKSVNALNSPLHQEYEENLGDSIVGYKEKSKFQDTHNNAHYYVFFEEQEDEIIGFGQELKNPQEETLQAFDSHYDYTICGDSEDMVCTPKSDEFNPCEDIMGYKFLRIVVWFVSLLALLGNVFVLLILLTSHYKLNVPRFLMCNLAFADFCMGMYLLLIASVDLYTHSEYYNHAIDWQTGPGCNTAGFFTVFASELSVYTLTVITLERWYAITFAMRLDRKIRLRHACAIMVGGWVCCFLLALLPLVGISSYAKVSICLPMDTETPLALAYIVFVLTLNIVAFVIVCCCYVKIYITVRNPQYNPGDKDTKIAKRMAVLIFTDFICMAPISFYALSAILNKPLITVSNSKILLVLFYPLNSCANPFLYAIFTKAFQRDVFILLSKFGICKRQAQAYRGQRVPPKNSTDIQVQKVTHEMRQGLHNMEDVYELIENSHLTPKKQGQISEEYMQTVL
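TSHR-expressing cells were treated with compounds, then stimulated with TSH at EC80 (4nM final) for 2 hours at 37 deg C. Cellular cAMP was measured by HTRF competition between lysate cAMP and cAMP-d2 for a cryptate-labelled anti-cAMP antibody.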
BCR signal inh: chronic active BCR signaling inhibition; ABC-DLBCL IkBa-CBG/CBR reporter, luminescence ratio, 4 h; Potency, µM (titrated, usually from 46.1 µM), for the others: at the top dose ratio change, negative = lower green/red ratio, actives largely listed as inhibitors; 0.05% of 340,000 active; AID 493014; active = well fitted inhibition curve with a large enough effect in the signal ratio, with a control signal flat, not every such curve was filed as active; inconclusive = small, poorly fitted or top-dose-only effect, or effect the other way, or a change in a side signal; the % refers to the signal ratio;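 note: potency is the fitted concentration of half-maximal effect; plate controls were basal doxycycline-induced cells for no effect and cells given 10 µM MG132 for full effect; MG132 reads +100%, hits lower the ratio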
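TMD8 human ABC-DLBCL cells with doxycycline-inducible IκBα–green luciferase fusion and unfused red luciferase, in 0.5% FBS medium; compounds up to 46 uM, 4 h at 37C. Green/red luminescence ratio, filter-overlap corrected, fitted to concentration-response curves.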
USP2a inh: blocks human ubiquitin-specific protease USP2a; O75604; USP2 core, Ub-CHOP2 coupled fluorogenic reporter, 485/531; Potency, µM (doses to about 38.3 µM), for inactives: at the top dose activity change, negative = inhibition, most hits filed as inhibitors; 0.01% of 330,000 active;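 note: potency is the fitted concentration of half-maximal effect; plate controls were DMSO wells for no effect and full inhibition by NEM control for full effect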
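USP2 core (10nM final) preincubated 30min RT with compound in 20mM Tris-HCl pH 8.0, 2mM CaCl2, 2mM beta-mercaptoethanol, 0.05% CHAPS; 25nM Ub-CHOP2 plus 25nM reporter substrate added, fluorescence (Ex485/Em531) read after 60min.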
Eya2 inh: blocks the phosphatase activity of human Eya2; O00167; recombinant Eya2, OMFP fluorescence dephosphorylation (OMFP is methylfluorescein phosphate); Potency, µM (series often up to 76.9 µM), without a hit: top-dose activity, negative = inhibition, hits mostly inhibitors; 0.006% of 330,000 active; AID 488837; note: potency is the fitted concentration of half-maximal effect; % is set by controls: 0 for no effect and ±100 for the full control effect
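Eya2 (0.2 uM) preincubated 10 min at ambient with compound, then OMFP substrate added at 50 uM; 10 min reaction in 50 mM HEPES pH 7.5, 50 mM NaCl, 5 uM MgCl2, 0.05% BSA, 1 mM DTT. Fluorescence read at Ex 485/Em 525 nm.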
Mito fusion yeast: blocks mitochondrial division or promotes mitochondrial fusion; S. cerevisiae fusion-defective mutant growth rescue, CellTiterGlo 48 h; Potency, µM (series often up to 46.1 µM), inactives show top-dose growth rescue (activation), hits mostly activators; 0.23% of 320,000 active;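 note: potency is the fitted concentration of half-maximal effect; % of control where 0% means no effect; nearly all actives have a fitted effect of over 45% in size; temperature-sensitive fusion mutants such as fzo1-1 at 37 °C on non-fermentable ethanol glycerol medium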
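Luminescent cell viability in 1536-well qHTS format served as the measure of rescued growth in ts fusion-mutant S. cerevisiae cultured on non-fermentable YPEG for 48 hours at 37C.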
TCR activator: activates T cell receptor signaling; AID 504894; Potency, µM (titrated, usually from 9.22 µM), inactives show at the top dose activation of IL-2 secretion, usual class: activators; primary human leukocytes, anti-CD3, IL-2 HTRF, 48 h; 330,000 tested, under 10 active; note: % of control where 0% means no effect
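Primary human leukocytes incubated 48 hr with anti-CD3 beads plus compound, without co-stimulation. Secreted IL-2 measured by HTRF (europium cryptate/d2 anti-IL-2 pair, 320 nm excitation, 665 nm emission).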
B2AR arrestin: recruits beta-arrestin to the human beta2-adrenergic receptor. P07550. beta-arrestin recruitment to beta2AR, cell-based reporter. Potency, µM (titrated, usually from 46.1 µM), for the others: at the top dose activation, usual class: activators. 0.02% of 330,000 active;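 note: potency is the fitted concentration of half-maximal effect; 0% = DMSO controls and full agonism = EC100 isoproterenol or metaproterenol; nearly all actives have a fitted effect of over 65% in size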
* marks the source's active call; other numbers are inactive results; ? = inconclusive; [ ] = another dose, or the depositor's remark. Unless noted, calls come from the whole dose curve; as a rule, active = well fitted curve in the direction sought with a large enough effect; inconclusive = small, poorly fitted or top-dose-only effect, or another doubt; inactive = no such curve, though single readings can be large; an effect the other way counts as inactive or inconclusive.

SMILES	ELG1 repair inh	uPA surface inh	Tb PFK inh	TSG101-PTAP inh	TSHR antagonist	BCR signal inh	USP2a inh	Eya2 inh	Mito fusion yeast	TCR activator	B2AR arrestin
COC(=O)c1ccc(NC(=O)c2ccc3c(c2)C(=O)N(C)C3=O)cc1	-1%	-1%	-1%	0%	1	2%	0%	-2%	1%	-25%	0.4%
Cn1nccc1C(=O)N1CCc2ccccc21	?	1%	-1%	-4%	-4	-15%	-3%	0%	-4%	9%[46.1 µM]	2.8%
CC(O)c1c(-c2ccccc2)nn(C)c1Cl (configuration not stated)	-3%	-4%	-1%	-2%	8	-12%	0%	-2%	1%	-1%	0.1%
COc1ccc(C(=O)NC2CCN(C(=O)NC3CCCCC3)CC2)cc1	-2%	6%	3%	0%	3	?	-1%	4%	1%	0%	0.6%
O=C(c1cnc(N2CCN(c3ncccn3)CC2)c2ccccc12)N1CCN(c2ncccn2)CC1	?	-7%	0%	-6%	-5	-3%	2%	-12%	6%	3%	0.3%
COc1ccc(/C=C/C(=O)NC(=S)NNC(=O)c2ccco2)cc1OC	-18%	-3%	2%	-5%	-11	2%	7%	-9%	-8%	0%	-0.3%
Cc1cc(C)cc(NC(=O)CCn2ccnc2C)c1	4%	5%	-1%	-3%	4	5%	4%	1%	0%	0%	0.1%
Cn1c(N)c(C(=O)COC(=O)c2ccc3c(c2)OCCO3)c(=O)n(C)c1=O	10%	3%	-1%	0%	-11	-1%	0%	-10%	-1%	3%	-0.4%
COc1ccc(C(=O)NCC(=O)N2CCCC(C)C2)cc1OC (configuration not stated)	6%	-3%	2%	-2%	23	1%	-3%	9%	-2%	-7%	0.1%
COc1ccc(NC(=O)COc2ccc(-c3ccccc3)cc2)cc1	1%	-29%	3%	-5%	4	-3%	1%	8%	-4%	-2%	0.3%

Looked up by compound from the entries so far, 3 records:
SMILES	ELG1 repair inh	uPA surface inh	Tb PFK inh	TSG101-PTAP inh	TSHR antagonist	BCR signal inh	USP2a inh	Eya2 inh	Mito fusion yeast	TCR activator	B2AR arrestin
COc1ccc(/C=C/C(=O)NC(=S)NNC(=O)c2ccco2)cc1OC	-18%	-3%	2%	-5%	-11	2%	7%	-9%	-8%	0%	-0.3%
O=C(c1cnc(N2CCN(c3ncccn3)CC2)c2ccccc12)N1CCN(c2ncccn2)CC1	?	-7%	0%	-6%	-5	-3%	2%	-12%	6%	3%	0.3%
Cn1nccc1C(=O)N1CCc2ccccc21	?	1%	-1%	-4%	-4	-15%	-3%	0%	-4%	9%[46.1 µM]	2.8%

Further records follow:
SMILES	ELG1 repair inh	uPA surface inh	Tb PFK inh	TSG101-PTAP inh	TSHR antagonist	BCR signal inh	USP2a inh	Eya2 inh	Mito fusion yeast	TCR activator	B2AR arrestin
CC12CCC(C(=O)Nc3cccnc3)(CC1=O)C2(C)C (configuration not stated)	5%	12%	4%	0%	0	?	0%	8%	0%	-4%	0.2%
CCOC(=O)C1(Cc2ccccc2)CCCN(Cc2cccc(C(C)=O)c2)C1 (configuration not stated)	?	2%	18%	-3%	-12	2%	0%	-4%	3%	-3%	-0.9%
CC1CC(C)CN(CCCNC(=O)Cn2cccc2C(=O)c2ccccc2)C1 (configuration not stated)	0%	2%	0%	5%	30	0%	-5%	2%	12%	-87%	0.3%
CCOCc1c(C(=O)OCC(=O)NCc2ccc(F)cc2)oc2ccccc12	8%	6%	-14%	-3%	-21	1%	0%	17%	7%	-1%	0.0%
Cc1cc(N2CCOCC2)nc2ccc(NC(=O)CCC(=O)N3CCN(c4cccc(C(F)(F)F)c4)CC3)cc12	?	-11%	?	-2%	17	?	-28%	-21%	7%	-8%	-0.2%
CC1=C(C(=O)Nc2cc(C(=O)N3CCN(c4cccc(C)c4)C(C)C3)ccc2C)SCCO1 (configuration not stated)	?	-3%	-1%	0%	-9	19%	-1%	6%	3%	2%	-0.1%
CCN(CC)S(=O)(=O)c1ccc2c(c1)nc(CCC(=O)OCc1c(C)noc1C)n2C	0%	0%	1%	-3%	96	-6%	-1%	8%	-1%	-6%	-0.5%
Cc1nn(C)cc1/C=N\NC(=O)c1csc2c1CCCC2	?	0%	5%	-3%	61	0%	1%	5%	0%	-16%	0.3%
O=C1CCCN1C(=O)COc1cc(F)ccc1[N+](=O)[O-]	9%	-3%	3%	-8%	5	1%	-1%	2%	-2%	1%	-0.1%
CC(C)NC(=O)c1ccc2c(c1)N(CC(=O)NC1CCCCC1)C(=O)C(C)(C)O2	-12%	-4%	-5%	2%	-4	?	-1%	-16%	-5%	0%	0.0%
CCCCn1c(N)c(-c2nc3ccccc3o2)c2c([N+](=O)[O-])nn(CC)c(=O)c21	2.1µM*	3%	-5%	-6%	-3	8%	3%	3%	0%	-6%[46.1 µM]	-0.5%
Cn1cc(S(=O)(=O)N2CCN(c3cccc(C(F)(F)F)c3)CC2)c(=O)n(C)c1=O	-6%	2%	-2%	-1%	4	-5%	3%	13%	0%	-2%	0.1%
Cc1cnc(C)c(N2CCN(Cc3nc(-c4cccc(F)c4F)oc3C)CC2)n1	?	6%	0%	-6%	2	1%	7%	-6%	-6%	3%	-0.7%
CCCCCCCN1CCC(=O)N([C@H](CO)CC(C)C)CC1	7%	3%	-1%	-1%	-4	-17%	0%	-12%	2%	9%	-1.0%
CC(C)(C)C1CCC2(CC1)NC(=S)N(c1ccccc1)N2 (configuration not stated)	?	-3%	?	-5%	5	-1%	-2%	2%	13%	1%[46.1 µM]	0.4%
CCc1ccc(OC(=O)c2cccnc2)cc1	23%	6%	-5%	-8%	6	2%	-4%	6%	-32%	-5%	0.4%
COc1cccc(NC(=S)N(CCc2ccc(OC)c(OC)c2)Cc2ccccn2)c1	-7%	-3%	1%	-1%	0	?	0%	0%	-1%	-1%	0.1%
Cc1cc(C)cc(N2CC(C(=O)OCC(=O)Nc3cc(C)on3)CC2=O)c1 (configuration not stated)	3%	1%	0%	0%	9	5%	10%	-5%	-1%	-15%	-1.2%
O=C(CCC1CCCN(C(=O)c2ccsc2)C1)N1CCN(c2ccccn2)CC1 (configuration not stated)	?	3%	0%	0%	-10	-5%	1%	?	1%	8%	-0.3%
O=C(/C=C/Nc1ccc(Cc2ccc(N/C=C/C(=O)C(F)(F)F)cc2)cc1)C(F)(F)F	?	0%	0%	2%	7	8%	5%	0%	4%	3%[46.1 µM]	-0.2%
CCC(CC)n1[nH]c(=O)c2c(C)cc(C)nc21	21%	4%	3%	3%	-8	8%	-1%	-1%	-4%	2%	-0.4%
COC(=O)c1ccn(CC(=O)NC2CCCCC2)n1	?	25%	-14%	-2%	46	-2%	0%	3%	4%	-1%	-1.4%
CN1CCN(C(=O)/C=C/c2ccc([N+](=O)[O-])o2)CC1	0%	?	-4%	3%	9	-17%	12%	6%	-6%	-1%	7.1%
Cc1ccc(CSc2ncn(-c3ccccc3)n2)cc1	?	2%	2%	-6%	-25	?	3%	-17%	19%	-9%	-0.6%
Clc1nc(NCc2cccnc2)nc(N2CCOCC2)n1	-3%	-1%	2%	-4%	2	-4%	1%	2%	2%	-5%[46.1 µM]	-0.5%
Cc1nonc1CN(C)C(=O)CC1C(=O)NCCN1Cc1ccccc1C(F)(F)F (configuration not stated)	-11%	-1%	-1%	-1%	-2	-1%	2%	8%	5%	-2%	0.0%
Cc1cc(C)n(CC(=O)NC2CCCCC2C)c(=O)c1C#N (configuration not stated)	13%	6%	-1%	0%	-4	-1%	2%	-8%	-2%	2%	-0.4%
COc1ccccc1COC(=O)c1ccc(S(=O)(=O)N2CCOCC2)cc1	-13%	19%	6%	-4%	-5	-1%	2%	-4%	3%	-4%	-0.4%
CCCC(C(=O)NC1CCCC1)N(CC1CCCO1)C(=O)CNS(=O)(=O)c1ccc(F)cc1 (configuration not stated)	16%	1%	-11%	5%	-6	-1%	1%	5%	4%	4%	-0.2%
COc1ccc(OCC(=O)O/N=C(\N)Cc2ccc(Cl)cc2)cc1	-2%	-2%	-3%	-10%	-11	4%	3%	2%	5%	-5%	0.0%
Cc1cc(Cl)ccc1Oc1ncnc2onc(C)c12	8%	?	-1%	-3%	4	2%	0%	-1%	5%	1%	-0.1%

Source: PubChem BioAssay (National Center for Advancing Translational Sciences (NCATS))
